TNAP activators: human TNAP enzyme activators, primary screen, biochemical, luminescent, no phosphate acceptor, uHTS (AID 1001) | hit rate 0.03% among 200,000 | purified TNAP, luminescent activation assay, no phosphate acceptor; higher activation fold means a stronger effect | one-dose activation fold at 20 µM; EC50 in µM for titrated hits; in the data active means activation fold from about 3, or a potency from the dose series; inactive means the rest, 99 in 100 with activation fold below about 1.6; further: many of its hits are not listed in these tables
RSV CPE inhibition: RSV antiviral activity via CPE protection, HEp-2 cells, primary 10 µM value included (AID 2391); hit rate 0.13% among 310,000; HEp-2 cells, RSV-induced CPE inhibition; higher % means a stronger effect; one-dose CPE inhibition, % at 10 µM; IC50 in µM for titrated hits; in the data active means a potency from the dose series; inconclusive means CPE inhibition mostly from about 23% at the one dose, without a potency; inactive means the rest, 99 in 100 with CPE inhibition below about 21%; further: strong numbers were not always called active
CSM14.1 death rescue: rescue of cells from ER stress-induced death, primary screen, 384-well, CSM14.1, thapsigargin, ATP luminescence (AID 1222) | 190,000 tested, under 10 active | CSM14.1 thapsigargin-induced death rescue, ATP luminescence; higher % means a stronger effect | one-dose cellular ATP content (survival), % at 20 µM; EC50 in µM for titrated hits;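 active means EC50 below 50 µM in the dose-response confirmation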;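 further: death triggered by thapsigargin at about 15 µM added after 2 h compound pretreatment; cell ATP read after overnight thapsigargin exposure of roughly 18 to 22 hours; normalized against plate controls of thapsigargin alone and 5% DMSO vehicle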
PMI inhibition: human PMI inhibitors, high substrate, primary screen, biochemical, fluorescence intensity, high mannose 6-phosphate (AID 1220); recombinant PMI enzyme, coupled fluorescence intensity; higher % means a stronger effect; inhibition, % at 20 µM, or IC50 in µM where a hit was titrated; hit rate 0.66% among 190,000
West Nile virus CPE: West Nile virus antiviral activity, cell-based, CPE readout (AID 1621). CPE inhibition, % at 10 µM, or IC50 in µM where a hit was titrated. West Nile virus-infected cells, CPE inhibition; higher % means a stronger effect. hit rate 0.02% among 290,000; in the data active means a potency from the dose series; inconclusive means CPE inhibition mostly from about 3.7% at the one dose, without a potency; inactive means the rest, 99 in 100 with CPE inhibition below about 2.2%; further: strong numbers were not always called active
human PMI inhibition: MPI enzyme activity inhibition – biochemical, fluorescence intensity, coupled assay, primary screen (AID 1209); purified PMI enzyme, coupled fluorescence intensity; higher % means a stronger effect; inhibition, % at 20 µM; hits with a dose series show IC50 in µM; hit rate 0.42% among 190,000;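 further: plate controls were DMSO vehicle for no effect and wells lacking substrate for full effect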
Salmonella PhoP GFP: inhibitors of PhoP regulon expression, primary screen, Salmonella Typhimurium, GFP reporter (AID 1863). S. Typhimurium PhoP-regulated promoter GFP reporter, 4 h; higher % means a stronger effect. inhibition, % at 50 µM, or IC50 in µM where a hit was titrated. hit rate 0.16% among 300,000;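 active means inhibition over 29.93%, a cutoff 3 SD above the screen mean, later confirmed by dose response; inconclusive means inhibition over 29.93% but no dose response follow-up; inactive means inhibition at most 29.93% or unconfirmed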;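 further: 0% = low Mg2+ inducing control and 100% = high Mg2+ repressing control; strong numbers were not always called active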
Insulin prom up: MIN6 insulin promoter up-regulation. MIN6 insulin promoter-GFP reporter, high-content imaging; stronger effect = higher value. z-score at 5 µM. hit rate 0.3% among 190,000. AID 1625;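 active means z-score above 3 at 5 µM with at least 500 cells counted in the well; inconclusive means wells under 500 cells, flagged as cytotoxic or low count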
Large T inhibition: TAg ATPase/helicase activity blockers – biochemical (AID 1903); hit rate 0.39% among 310,000; inhibition, % at 20 µM, or IC50 in µM where a hit was titrated; SV40 large T antigen ATPase/helicase inhibition assay; higher % means a stronger effect; in the data active means a potency from the dose series; inconclusive means inhibition mostly from about 32% at the one dose, without a potency; inactive means the rest, 99 in 100 with inhibition below about 32%; further: strong numbers were not always called active
Insulin prom up cell count: further read-out of Insulin prom up, marked with its call; cell count; measured here: cytotoxicity, nuclei count;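 total cells summed across four imaged fields per well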
* hit, by the source's call; ? = inconclusive; . = not tested or not shown. Unless noted, no stated cut-off is given here; in the data, active means inhibition above about 50%; inactive means the rest.

SMILES | TNAP activators | RSV CPE inhibition | CSM14.1 death rescue | PMI inhibition | West Nile virus CPE | human PMI inhibition | Salmonella PhoP GFP | Insulin prom up | Insulin prom up cell count | Large T inhibition
Fc1ccc(Nc2ncnc3sccc23)cc1 | . | 3.1% | . | . | 1.3% | . | 10% | . | . | 6%
CC(=O)NCCSC(=O)c1ccc(F)cc1 | 1.1 | -0.3% | 6.4% | 5% | . | 4% | 4% | 0.1 | 1197 | 8%
CC1=C(C(=O)OCc2ccccc2)C(c2cccs2)NC(=O)N1CCCC(=O)O (centres undefined) | 1.1 | 4.4% | -1.7% | 4% | 0.7% | 7% | 4% | -0.17 | 804 | 11%
CN(C)CCN(Cc1ccco1)C(=O)c1cc2c(Cl)nc3ccccc3c2s1 | 1 | 1.8% | 2.0% | -4% | . | -5% | -1% | -0.36 | 1224 | 20%
CC(C)COc1ccc(C(=O)Nc2ccccc2[N+](=O)[O-])cc1 | 1 | 1.9% | -3.1% | 16% | -0.7% | 23% | 3% | 0.96 | 1530 | 14%
COC(=O)c1ccccc1Oc1c(F)c(F)nc(N2CCOCC2)c1F | 1.1 | 0.9% | -0.8% | 15% | 0.5% | 13% | -3% | 0.04 | 1309 | 18%
CCCOc1ccc(N2C(=O)CC(NCc3cccs3)C2=O)cc1 (centres undefined) | 1.1 | 1.1% | -0.7% | 5% | -0.2% | 4% | 4% | . | . | -7%
O=Cc1c(SCCO)nc2ccccn2c1=O | . | 3.6% | . | . | -0.1% | . | -9% | 0.98 | 1402 | 5%
CC(=O)c1cccc(NC(=O)N2CCCc3ccccc32)c1 | 1 | 0.4% | -1.2% | -4% | 0.2% | 5% | 13% | -0.03 | 1243 | 10%
CCCOc1ccc(C(=O)NCC(c2ccco2)N(C)C)cc1OC (centres undefined) | 2 | 1.4% | -3.0% | 1% | -0.6% | 8% | -6% | -0.18 | 1508 | 7%
CCC(=O)N1CCN(c2ccccc2NC(=O)c2cccc(C)c2)CC1 | 1 | 0.2% | . | 8% | -0.1% | 9% | -6% | 0.14 | 1266 | 10%
N#CC(c1ccc(Cl)nn1)c1c(F)cccc1Cl (centres undefined) | 1 | 0.9% | -1.8% | 7% | -0.4% | -9% | 1% | . | . | 11%
S=C(Nc1ccc(Br)cc1)N1CCN(C2CCCCC2)CC1 | 1.1 | -2.7% | -1.6% | 8% | -0.7% | 10% | 15% | -0.79 | 1754 | -2%
CCOC(=O)c1ccc(NC(=O)N2CCN(c3ccccn3)CC2)cc1 | 1.1 | 0.8% | 0.7% | 0% | -0.2% | 6% | -1% | -0.4 | 1196 | 16%
Cc1ccc(CNC(=O)C(=O)Nc2nccs2)cc1 | 1.1 | 2.3% | 0.7% | -6% | 0.3% | 3% | 2% | 0.92 | 1412 | 8%
O=C(CC1SCCNC1=O)Nc1ccccc1Cl (centres undefined) | 1.1 | -0.3% | . | -3% | 0.0% | -2% | 4% | 0.16 | 1140 | 5%
CCN(CC)C(=O)CSc1nc(C)cc(-c2cccs2)c1C#N | 1 | 0.9% | 0.8% | -11% | -0.8% | -11% | 2% | 1.3 | 1499 | -1%
C/C(=N\NC(=O)CSCc1cccc(Br)c1)c1ccc([N+](=O)[O-])cc1 | 1 | 1.6% | -0.9% | 12% | -0.5% | 11% | -3% | 0.43 | 1717 | -3%
O/N=C1\CCCc2oc3c(c21)CCCC3 | 1 | 3.0% | . | -8% | -0.5% | 2% | -1% | 0.05 | 1021 | 11%
N/C(=N\OC(=O)CCCc1ccccc1)c1cccc([N+](=O)[O-])c1 | 1.2 | 0.3% | -0.1% | 18% | 0.4% | 1% | -7% | -0.03 | 1368 | -1%
CN(C)c1ccc(/C=C/c2nc3ccccc3s2)cc1 | 1.1 | 0.6% | -3.7% | 4% | 1.1% | -2% | -4% | 1.8 | 1571 | 4%
COc1cc(C2NC(=O)NC(c3ccccc3)=C2C(C)=O)cc(Cl)c1OCC(=O)O (centres undefined) | 1.1 | 0.9% | -0.2% | -12% | 0.7% | -14% | -1% | -0.56 | 1218 | 7%
CCOC(=O)N1CCN(C(=O)COc2cc(C)c(Cl)c(C)c2)CC1 | 1 | 0.4% | 1.5% | 2% | -0.8% | 6% | 0% | 0.33 | 1427 | -5%
Cc1c(N(C)S(=O)(=O)c2cc(C(=O)N3CCCC3)ccc2Cl)c(=O)n(-c2ccccc2)n1C | . | 1.3% | . | . | -0.4% | . | 3% | . | . | 9%
O=C(NCC(c1cccnc1)N1CCN(c2ccc(F)cc2)CC1)c1cccc(Cl)c1 (centres undefined) | 1.1 | -1.4% | -1.0% | 1% | -0.4% | 1% | -3% | -0.59 | 1524 | 4%
COc1ccc2c(Cl)c(C(=O)N/N=C/c3cccnc3)sc2c1 | . | 5.2% | . | . | -0.2% | . | -8% | . | . | 9%
CCCS(=O)(=O)N1CCC(C(=O)NCCc2ccc(OC)c(OC)c2)CC1 | 1.1 | 4.5% | -2.3% | 12% | -0.2% | 8% | -6% | -0.43 | 1885 | 9%
O=C(Nc1ccc(F)cc1F)c1noc2c1CCC2 | 1.1 | 3.6% | 0.2% | 0% | -0.8% | 0% | 4% | 0.25 | 1301 | 8%
CCOc1ccc(C(=O)Nc2nnc(C(C)C)s2)cc1OCC | 1.1 | 0.0% | -0.1% | -3% | 0.6% | -6% | -1% | . | . | -5%
Cc1cc(N2CCC(C(=O)NC3CC3)CC2)nc(-c2ccccc2)n1 | 1.1 | 1.2% | -1.1% | 7% | -1.0% | 5% | 4% | 0.15 | 1122 | 3%
CCNc1nc(OC)nc(SCC(=O)Nc2ccccc2)n1 | 1 | 3.7% | -0.7% | 8% | -0.8% | 7% | 2% | -0.24 | 1634 | 7%
CC(=O)C1=C(O)C(=O)N(c2ccc(O)cc2)C1c1ccc(Cl)cc1 (centres undefined) | . | 0.8% | . | . | -0.9% | . | -6% | . | . | 20%
CC(C)C(=O)Nc1cccc(-c2nc3ccccc3o2)c1 | 1 | -0.6% | -3.5% | 0% | 0.3% | 6% | 2% | 0.27 | 1254 | -4%
CCOC(=O)c1sc2ccc(S(=O)(=O)N3CCCCC3)cc2c1N | 1.1 | 0.1% | -0.7% | 14% | 0.9% | 10% | -13% | -0.61 | 1328 | 4%
O=C1CSC(c2cccnc2)N1Cc1cccnc1 (centres undefined) | . | 0.3% | . | . | 0.6% | . | -7% | 0.67 | 1460 | 5%
CCOC(=O)C1CCN(C(=O)CCc2ccccc2)CC1 | 1.1 | 1.3% | -2.7% | 13% | 0.6% | 15% | 2% | 1.1 | 1265 | 4%
CCCCCC(=O)Nc1ccc(N2CCN(CC)CC2)c(Cl)c1 | 1.1 | -1.4% | . | 0% | -0.1% | 14% | 12% | -0.04 | 1177 | 1%
CCOc1ccc2nc(N3CCCC(C(=O)NCCCN4CCCCC4)C3)sc2c1 (centres undefined) | . | -0.9% | . | . | 56% | . | -12% | . | . | 7%
CCc1[nH]nc(C(=O)N/N=C/c2ccncc2)c1C | . | 1.1% | . | . | -0.4% | . | -5% | . | . | 10%
O=C(c1cccc(-n2cnnn2)c1)N1CCOCC1 | 1 | 1.6% | -0.3% | -2% | -0.1% | -9% | -5% | -1.4 | 1297 | 0%
O=C(Cn1sc2ccccc2c1=O)NC12CC3CC(CC(C3)C1)C2 | 1.1 | ? | -3.2% | . | -0.9% | . | -2% | -0.67 | 814 | 14µM*
O=C1/C(=C/c2ccc(O)cc2)COc2ccccc21 | . | 3.0% | . | . | -1.0% | . | 3% | . | . | 18%
O=C(NCCc1ccccc1)C1CC(=O)N(C2CCCCC2)C1 (centres undefined) | . | 1.1% | . | . | -0.1% | . | -2% | . | . | 17%
O=C(COC(=O)c1ccc(O)cc1)NCC1CCCO1 (centres undefined) | 1.1 | 0.8% | 3.1% | 1% | 0.7% | -3% | 3% | -0.58 | 1282 | 15%
CCCCN1C(=O)C(NC(=O)CC(C)C)(C(F)(F)F)C2=C1CC(C)(C)CC2=O (centres undefined) | 1.1 | 0.7% | -1.1% | -3% | -0.2% | -3% | 1% | 0.51 | 1642 | 1%
Cc1ccc(NS(=O)(=O)c2ccc(-c3cnc(C4CC4)o3)cc2)c(C)c1 | . | 19% | . | . | 0.8% | . | 16% | . | . | 7%
CSc1nccc(-c2sc(SC)c(C#N)c2-c2ccccc2)n1 | . | . | . | . | ? | . | 2% | -0.82 | 1245 | 12%
CCCN1C(=O)/C(=C/c2ccc(N3CCOCC3)cc2)NC1=S | 0.8 | 3.7% | -2.2% | 5% | -0.2% | 3% | -36% | . | . | 11%
Cc1cnc([N+](=O)[O-])n1CCOC(=O)NC(=O)c1c(F)cccc1F | 1.1 | 0.1% | 0.3% | 4% | 1.4% | 2% | 4% | 0.39 | 1265 | 14%
CC(/C=N/n1cnnc1)=C\c1ccccc1 | 1.1 | -2.2% | -1.7% | 7% | -0.2% | 8% | 15% | 0.02 | 1788 | -4%

(cont.)
SMILES | TNAP activators | RSV CPE inhibition | CSM14.1 death rescue | PMI inhibition | West Nile virus CPE | human PMI inhibition | Salmonella PhoP GFP | Insulin prom up | Insulin prom up cell count | Large T inhibition
O=C(CN1CCSC1=NCc1ccccc1)c1ccccc1 | 1 | 1.4% | 1.0% | -7% | -0.6% | -5% | 8% | -0.32 | 1476 | 9%
Cc1ccc(-c2n[nH]c(Cc3ccccc3)n2)cc1 | . | 2.6% | . | . | 0.0% | . | -7% | . | . | 8%
O=S(=O)(c1ccc2ccccc2c1)N1C=CC(C(F)(F)F)=NCC1 | 0.8 | 1.6% | -0.8% | -6% | 0.1% | -9% | -1% | . | . | .
COc1ccccc1C(=O)Oc1cc(C)[nH]c(=O)c1[N+](=O)[O-] | 1.1 | 0.8% | 1.9% | 4% | 0.3% | -4% | -1% | -0.41 | 1265 | -8%
CC(=O)Nc1c(O)nc(SC/C=C/CSc2nc(O)c(NC(C)=O)c(=O)[nH]2)[nH]c1=O | 1.1 | -0.6% | -0.6% | 17% | 0.2% | 5% | 2% | 0.45 | 1652 | 12%
O=C(c1cc(S(=O)(=O)N2CCC3(CC2)OCCO3)ccc1F)N1CCCCC1 | 1 | 0.0% | 0.0% | 6% | -0.5% | 4% | 3% | -0.59 | 1149 | 4%
COc1ccc(OCC(=O)Nc2ccc3c(c2)nc(CCN2CCN(C)CC2)n3C)cc1 | . | -0.7% | . | . | -0.4% | . | -1% | . | . | 5%
Cc1cc2cc(CNC(=S)NC3CCCCC3)ccc2[nH]1 | 1.1 | 2.3% | -1.1% | 9% | -0.7% | -6% | 1% | 0.35 | 1162 | 13%
Cc1ccc2c(c1)NC(=O)C(CC(=O)N(C)Cc1ccccc1)O2 (centres undefined) | 1.1 | 1.3% | -0.7% | 4% | -0.6% | 5% | 6% | -0.91 | 975 | 17%
Cn1nccc1C(=O)Nc1sc2c(c1C#N)CCCC2 | . | 2.0% | . | . | -0.4% | . | -6% | . | . | 23%

Bioassay records as filed in PubChem BioAssay.
